Source: PubChem BioAssay (several laboratories)
KLF5 inhibitor: kruppel-like factor 5 inhibition; AID 1700; hit rate 0.23% among 290,000; DLD-1 KLF5 promoter-luciferase reporter, luminescence; inhibition, % at 5 µM;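 active = inhibition above a per-plate limit of that plate's mean compound inhibition plus 3 SD, cut at about 60% in these data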;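 note: 0% = DMSO wells and 100% = LY294002 at 200 µM; higher means less KLF5 promoter-driven luciferase light; inactives centre near -14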
HSF1 inh: HSF1 inhibition | NIH3T3-HGL HSE-luciferase, MG132-induced, luminescence 8 h; active compounds read low | activity change, negative = inhibition, % at 7.5 µM (by protocol) | hit rate 0.77% among 300,000 | AID 2098;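 active = more than half of replicate wells show activity change below -50%, luminescence cut by over half; inconclusive = some wells, but at most half, below -50%; inactive = no replicate well below -50%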;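 note: luciferase reports HSF-1 transcriptional activity via heat shock element; 0% = median of DMSO wells and -100% = zero luminescence signal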
HSP90 refold inh: HSP90 refolding inhibition in rabbit reticulocyte lysate; hit rate 0.91% among 290,000; inhibition, % at 5.6 µM; luciferase refolding luminescence, 3 h;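 active = inhibition above the screen-wide mean plus 3 SD, computed separately per campaign, cut at about 16% in these data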;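 note: 0% = DMSO wells and 100% = 60 µM geldanamycin wells; inhibitors lower the luminescence because luciferase stays unfolded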
IEC-6 tox: counter-screen for KLF5 inhibitors: cytotoxicity in IEC-6 cells. inhibition, % at 5 µM. IEC-6 cytotoxicity, luminescence viability. AID 1825. hit rate 0.78% among 290,000; in the data active = inhibition above about 22%;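 note: 0% = plate median of test compound wells and 100% = cytotoxic reference compound wells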
AI-2 QS mod: modulates the Vibrio harveyi AI-2 quorum sensing system. Vibrio harveyi JMH597 AI-2 luminescence/OD600 ratio, 9 h; active compounds read low; strain lacks LuxN and CqsS sensors; 0 = neutral-control median. activity change, % at 7.5 µM. hit rate 0.4% among 300,000; in the data active = activity change below about -75%, passing the limit was not always enough; inconclusive = no clear call, values can overlap the other calls;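 note: luminescence divided by OD600 gain over 9 h not by final OD600 alone; inactives centre near 13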
aSyn UTR inh: MLPCN primary screen, SNCA 5' untranslated region; inhibition, % (tested at 7.5 µM); alpha-synuclein 5'UTR reporter, inhibitor activity; AID 1813; hit rate 0.82% among 300,000; in the data active = inhibition above about 60%; inconclusive = no clear call, values can overlap the other calls;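 note: H4 neuroglioblastoma cells stably carrying SNCA 5'UTR luciferase fusion; 0% = DMSO wells and 100% = positive control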
HSF1 activator: increases HSF-1 driven luciferase reporter signal; NIH3T3-HGL HSF-1 luciferase reporter, MG132, 8 h; 100% = twice DMSO control signal; activation, % at 9 µM; hit rate 1.7% among 300,000; AID 504408;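 active = mean replicate activation of at least 50% with a set share of replicates each reaching 50%; inconclusive = only one of those two conditions met; inactive = mean below 50% and too few replicates reaching it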;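 note: 0% = median of the neutral control wells and 100% = twice that signal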
HIF act: HIF pathway transcriptional activation | AID 1910 | hit rate 0.32% among 300,000 | activation, % at 7.5 µM (by protocol) | U2OS HRE-luciferase reporter, luminescence; normalized: DMSO 0%, desferrioxamine 100%;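 active = mean activation of at least 10% of the iron chelator positive control signal, with at least half of replicates also reaching 10%; inconclusive = mean and replicate majority disagree about reaching 10%; inactive = mean and most replicates under 10%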
Platelet DG rel: platelet dense granule release activity; inhibition, %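 (compounds screened at 7.5 µM in platelet-rich plasma)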; human platelet-rich plasma, SFLLRN dense granule ATP release, luminescence; hit rate 0.22% among 300,000;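 active = mean replicate score, as percent of positive control, at or above 50; inconclusive = mean below 50 but at least one replicate at or above 50; inactive = mean and every replicate below 50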
HDAC3 inh: blocks human histone deacetylase 3; O15379; recombinant HDAC3, fluorogenic peptide/trypsin coupled, fluorescence; inhibition, % at 8.3 µM; hit rate 0.15% among 320,000; AID 2718; in the data active = inhibition above about 26%, passing the limit was not always enough; inconclusive = no clear call, values can overlap the other calls
Target sequence (O15379 whole entry, looked up): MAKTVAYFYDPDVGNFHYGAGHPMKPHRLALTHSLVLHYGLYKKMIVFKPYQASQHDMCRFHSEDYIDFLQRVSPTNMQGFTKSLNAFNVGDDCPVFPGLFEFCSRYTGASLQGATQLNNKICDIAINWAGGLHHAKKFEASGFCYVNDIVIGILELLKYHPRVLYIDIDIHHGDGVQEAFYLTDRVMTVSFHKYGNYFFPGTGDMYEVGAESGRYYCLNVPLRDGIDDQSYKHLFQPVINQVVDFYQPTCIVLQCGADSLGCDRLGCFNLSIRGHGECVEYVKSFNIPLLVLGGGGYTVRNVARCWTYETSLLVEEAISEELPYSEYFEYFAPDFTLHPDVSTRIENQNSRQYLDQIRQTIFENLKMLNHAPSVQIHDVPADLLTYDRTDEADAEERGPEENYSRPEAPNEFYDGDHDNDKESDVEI
An asterisk follows results filed as active; ? = inconclusive; nt = not tested or not shown.

1	COCCNC(=O)CN(Cc1cccs1)C(=O)CCC(=O)Nc1nccs1
2	Cc1cccc(NC(=O)CCNC(=O)c2ccco2)c1
3	COc1ccc(NC(=O)C2CCC(C)(C(=O)O)C2(C)C)cc1 (stereo unspecified)
4	CC1=NN(Cc2ccccc2)C(=O)C1
5	Cc1ccc2nc(NC(=O)CCn3cccc3)sc2c1
6	COCCCn1c(=O)/c(=C\c2ccc(OC(F)F)c(OC)c2)s/c1=C(/C#N)C(N)=O
7	CC(CN1CCOCC1)OC(=O)COc1ccc(F)cc1 (stereo unspecified)
8	COC(=O)c1ccccc1CSc1nsc(/C=C/N(C)C)c1C#N
Assay by compound	1	2	3	4	5	6	7	8
KLF5 inhibitor	-7	-8	-5	0	-35	7	-9	-30
HSF1 inh	-3	3	-10	1	9	6	-5	-3
HSP90 refold inh	0	-4	-3	4	-2	3	1	4
IEC-6 tox	-1	-1	-2	-8	-2	4	0	-6
AI-2 QS mod	15	12	23	7	14	22	10	10
aSyn UTR inh	7	2	-23	17	-115	-33	-11	12
HSF1 activator	-12	58*	-10	-14	42	19	-3	2
HIF act	-0.4	-0.1	0.4	-0.5	2.9	-3.9	-0.1	-0.5
Platelet DG rel	4	1	0	6	-7	-4	3	1
HDAC3 inh	-7	1	6	4	4	0	3	3

9	COc1ccc(Nc2cc(C(=O)NCCCOC(C)C)c3ccccc3n2)c(OC)c1
10	COc1ccc(CCNC(=O)c2c(C)nc3ccccn23)cc1OC
11	O=C(CCSc1ccc(Cl)cc1)c1ccco1
12	O=C(CCNC(=O)c1ccccc1)Oc1ccc([N+](=O)[O-])cc1
13	COCCCNC(=S)N1CCC(C(=O)c2ccc(Cl)cc2)CC1
14	COc1ccc(C2(CNC(=O)Cc3ccc(OC)c(OC)c3)CCOCC2)cc1
15	COc1ccc(C2Nc3ccccc3C(=O)N2Cc2ccco2)cc1COc1ccc([N+](=O)[O-])cc1 (stereo unspecified)
16	COc1ccc(C(C)=O)cc1COc1nc(C)nc2ccccc12
Assay by compound	9	10	11	12	13	14	15	16
KLF5 inhibitor	-17	-67	-13	-12	-31	13	-38	-3
HSF1 inh	-4	-1	9	-3	1	-1	20	-7
HSP90 refold inh	-5	-2	-1	-5	1	-5	-9	1
IEC-6 tox	3	-1	-10	6	-3	-5	-1	8
AI-2 QS mod	26	23	5	9	32	0	5	21
aSyn UTR inh	-4	5	-50	16	-6	8	3	-8
HSF1 activator	-16	7	34	6	-6	-16	36	7
HIF act	-0.1	0.2	-1.2	-0.3	-0.4	0.0	-0.2	-0.4
Platelet DG rel	-3	1	-1	-1	-1	6	0	5
HDAC3 inh	2	3	-1	2	2	8	6	0

17	O=C1Cc2ccccc2Sc2ccccc21
18	Cc1ccc(C(=O)Nc2cc(Cl)ccc2OC(=O)c2ccc(C)cc2)cc1
19	Cc1cc(C)nc(SCC(=O)Nc2ccccc2[N+](=O)[O-])n1
20	C=CCN1C(=O)C2C(C(=O)NCc3ccccc3)C3C=CC2(O3)C1C(=O)NC(C)(C)C (stereo unspecified)
21	O=C(Nc1ccc(S(=O)(=O)N2CCOCC2)cc1)c1cc(-c2cc(Cl)ccc2O)n[nH]1
22	O=C(Nc1ccc(C(=O)N2CCOCC2)cc1)c1cnn2c(C(F)F)cc(-c3ccccc3)nc12
23	C/C(=N\NC(=O)c1nnn(-c2nonc2N)c1CN1CCc2ccccc21)c1ccccc1O
24	CN(C)S(=O)(=O)c1cccc(NC(=S)N/N=C/c2cc(Br)ccc2O)c1
Assay by compound	17	18	19	20	21	22	23	24
KLF5 inhibitor	-28	-29	-6	0	42	-8	46	64*
HSF1 inh	-4	-3	-9	-4	16	13	-3	3
HSP90 refold inh	-1	-4	-1	3	8	2	1	2
IEC-6 tox	5	-12	-4	0	36*	-5	54*	-2
AI-2 QS mod	-5	19	12	39	9	26	38	338
aSyn UTR inh	14	-227	-12	5	34	9	75*	69*
HSF1 activator	-6	3	11	-8	28	54*	-1	8
HIF act	-0.3	4.5	0.2	0.0	0.4	0.2	0.7	47*
Platelet DG rel	7	2	-5	-1	-2	5	-6	2
HDAC3 inh	1	1	5	-2	17	-10	0	nt

25	COc1ccc2nc3sc(C(=O)NCc4cccs4)c(N)c3cc2c1
26	COc1ccc(S(=O)(=O)Nc2ncccc2C)c2ccccc12
27	CCOc1ccc(C(C)=O)cc1COC(=O)CN1C(=O)NC2(CCCC2)C1=O
28	COc1cccc(CNC(=O)CCC2CCCN(C(=O)C3CCOCC3)C2)c1 (stereo unspecified)
29	O=C(CNC(=O)c1ccco1)N/N=C/c1ccccc1[N+](=O)[O-]
30	O=C(CN(Cc1ccco1)C(=O)c1ccccc1)Nc1ccc(Cl)c(Cl)c1
31	COc1ccc(S(=O)(=O)N2CCN(C(=O)NCc3ccc(OC)c(OC)c3)CC2)cc1
32	CC(C)(C)NC(=O)C(c1ccc(O)cc1)N(C(=O)CCC(=O)Nc1nccs1)c1ccc(F)cc1 (stereo unspecified)
Assay by compound	25	26	27	28	29	30	31	32
KLF5 inhibitor	-26	-6	nt	-20	-27	-6	-8	-6
HSF1 inh	31	0	0	1	4	-5	-5	-2
HSP90 refold inh	0	4	nt	-5	6	2	-1	-1
IEC-6 tox	4	5	nt	-8	4	2	-3	-4
AI-2 QS mod	9	9	29	22	31	31	39	13
aSyn UTR inh	-97	2	-2	-35	-9	-14	-1	7
HSF1 activator	55*	-2	-14	-7	3	13	-3	6
HIF act	2.2	0.2	0.0	0.4	0.1	-1.3	-0.2	-0.3
Platelet DG rel	8	10	-9	1	10	-3	4	-1
HDAC3 inh	?	-2	-2	-2	0	7	4	4

33	Cc1cccc(Nc2nc(N)c([N+](=O)[O-])c(NCCO)n2)c1
34	c1coc(CNc2ncnc3[nH]ncc23)c1
35	CC(Oc1ccc(F)cc1)C(=O)Nc1ccc(N2CCOCC2)cc1N1CCOCC1 (stereo unspecified)
36	O=S(=O)(c1ccc2c(c1)OCCO2)N1CCNCC1
37	COC(=O)c1ccccc1N(C)S(C)(=O)=O
38	O=C1CC(=O)Nc2cc(S(=O)(=O)N3CCOc4ccc(Cl)cc43)ccc2N1
39	O=C(Cc1ccc(Cl)c(Cl)c1)Nc1ccccc1N1CCOCC1
40	N#C/C(=N/Nc1ccccc1F)C(=N)N1CCOCC1
Assay by compound	33	34	35	36	37	38	39	40
KLF5 inhibitor	-15	-9	nt	-16	-25	-13	12	-53
HSF1 inh	9	-2	-4	-8	-9	-8	-1	-3
HSP90 refold inh	-3	-1	nt	0	5	-8	-3	0
IEC-6 tox	10	-5	nt	1	7	-1	-7	9
AI-2 QS mod	7	10	12	13	1	5	1	14
aSyn UTR inh	37	0	15	-13	-7	4	14	-29
HSF1 activator	13	-12	-5	2	-8	-11	3	5
HIF act	-0.7	-13	-0.4	-0.2	-0.5	0.0	1.2	0.8
Platelet DG rel	-12	3	-15	-11	-2	-6	1	-3
HDAC3 inh	12	4	-3	1	0	1	nt	3

41	Cc1ccc(CNC(=O)c2cnccn2)cc1
42	O=C(/C=C/c1ccc(O)c(O)c1)OC(Cc1ccc(O)c(O)c1)C(=O)O (stereo unspecified)
43	CC(C)(C)N(Cc1ccccc1)C(=O)COC(=O)Cn1cnc2ccccc2c1=O
44	CC(=O)N1c2ccc(S(=O)(=O)N(C)CC(=O)N3CCCC3)cc2CC1C (stereo unspecified)
45	CN1CCN(C(=O)c2cc(Br)cn2C)CC1
46	CCCSc1ccc([C@H]2N[C@@](C)(C(=O)OC)[C@H]3C(=O)N(C)C(=O)[C@@H]23)cc1
47	O=C(N/N=C/c1ccc(O)c(Br)c1)c1cc2c(ccc3ccccc32)o1
48	CCOc1ccc2nc(N3C(=O)/C(=C/c4ccc(Cl)cc4)NC3=S)sc2c1
Assay by compound	41	42	43	44	45	46	47	48
KLF5 inhibitor	-8	-25	-21	-13	-46	nt	-21	-2
HSF1 inh	-1	7	1	-2	-9	4	nt	3
HSP90 refold inh	-4	-3	-5	3	-3	nt	0	-3
IEC-6 tox	2	-10	-4	9	-13	nt	-1	-3
AI-2 QS mod	16	-1	1	6	7	23	31	10
aSyn UTR inh	7	6	-9	-23	-8	3	nt	-73
HSF1 activator	24	29	-6	-1	-4	-12	nt	9
HIF act	0.0	0.0	-0.9	0.2	0.4	1.1	nt	0.9
Platelet DG rel	-7	-4	-3	8	-1	1	nt	5
HDAC3 inh	2	8	-7	-5	-2	-1	-4	nt

49	CCOc1ccc(NC(=O)N(C2CCCCCC2)C2CCN(C(C)=O)CC2)cc1
50	Cc1cc(C)n(-c2ccc(S(=O)(=O)N3CCCC3)cc2[N+](=O)[O-])n1
51	CN1CCN(C2=Cc3ccccc3Sc3cc(F)c(Cl)cc32)CC1
52	CCOc1cccc2cc(-c3csc(NC(=O)CCC(=O)N4CCC(C)CC4)n3)c(=O)oc12
Assay by compound	49	50	51	52
KLF5 inhibitor	-4	-16	-6	-21
HSF1 inh	-10	2	-11	-6
HSP90 refold inh	3	-2	11	6
IEC-6 tox	4	-4	8	2
AI-2 QS mod	12	48	-6	-5
aSyn UTR inh	1	9	-50	-10
HSF1 activator	-17	-4	4	0
HIF act	0.2	-0.4	-3.8	-3.2
Platelet DG rel	1	2	4	-1
HDAC3 inh	-1	-4	9	-6

Another view of some results above:
nr	mol	KLF5 inhibitor	HSF1 inh	HSP90 refold inh	IEC-6 tox	AI-2 QS mod	aSyn UTR inh	HSF1 activator	HIF act	Platelet DG rel	HDAC3 inh
49	CCOc1ccc(NC(=O)N(C2CCCCCC2)C2CCN(C(C)=O)CC2)cc1	-4	-10	3	4	12	1	-17	0.2	1	-1
50	Cc1cc(C)n(-c2ccc(S(=O)(=O)N3CCCC3)cc2[N+](=O)[O-])n1	-16	2	-2	-4	48	9	-4	-0.4	2	-4

Shown as tab-separated lines: part of the list above.
#	SMILES	KLF5 inhibitor	HSF1 inh	HSP90 refold inh	IEC-6 tox	AI-2 QS mod	aSyn UTR inh	HSF1 activator	HIF act	Platelet DG rel	HDAC3 inh
18	Cc1ccc(C(=O)Nc2cc(Cl)ccc2OC(=O)c2ccc(C)cc2)cc1	-29	-3	-4	-12	19	-227	3	4.5	2	1
19	Cc1cc(C)nc(SCC(=O)Nc2ccccc2[N+](=O)[O-])n1	-6	-9	-1	-4	12	-12	11	0.2	-5	5
